Bioassay records: PubChem, The Scripps Research Institute Molecular Screening Center
PAD4 inh: blocks human protein arginine deiminase 4. 0.41% of 330,000 active. Q9UM07. AID 485272. inhibition, % at 6.36 µM. recombinant PAD4, RCA probe fluorescence polarization;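 active means percent inhibition above a cutoff equal to the mean of all tested compounds plus 3 SD, cut at about 15% in these data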;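 further: 0% = PAD4 with RCA probe and DMSO and 100% = probe without PAD4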
Target sequence (Q9UM07 whole entry, looked up): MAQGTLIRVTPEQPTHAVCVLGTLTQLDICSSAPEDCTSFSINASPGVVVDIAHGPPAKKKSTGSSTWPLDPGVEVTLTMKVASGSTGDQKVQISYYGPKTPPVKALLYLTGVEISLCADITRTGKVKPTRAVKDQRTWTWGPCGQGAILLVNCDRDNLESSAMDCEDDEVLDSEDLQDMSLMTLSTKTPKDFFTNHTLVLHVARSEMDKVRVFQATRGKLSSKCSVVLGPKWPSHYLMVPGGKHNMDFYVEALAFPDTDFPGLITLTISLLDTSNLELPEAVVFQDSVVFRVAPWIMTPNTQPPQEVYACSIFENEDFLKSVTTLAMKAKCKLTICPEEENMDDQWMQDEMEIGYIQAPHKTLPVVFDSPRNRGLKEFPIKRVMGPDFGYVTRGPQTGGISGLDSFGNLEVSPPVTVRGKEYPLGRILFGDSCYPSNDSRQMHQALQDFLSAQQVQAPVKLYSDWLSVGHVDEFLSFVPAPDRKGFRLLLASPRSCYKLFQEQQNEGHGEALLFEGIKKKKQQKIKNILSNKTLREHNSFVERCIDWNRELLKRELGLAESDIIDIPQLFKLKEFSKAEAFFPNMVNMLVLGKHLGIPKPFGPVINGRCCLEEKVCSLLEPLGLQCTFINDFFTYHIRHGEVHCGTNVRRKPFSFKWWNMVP
PAFAH1B3 inh: blocks human PAF acetylhydrolase 1B catalytic subunit 3. recombinant PAFAH1B3, FP-rhodamine probe, fluorescence polarization. inhibition, % at 3.39 µM. 0.28% of 340,000 active. Q15102. AID 492972;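 active means inhibition above the screen-wide average of all tested compounds plus 3 SD, cut at about 25% in these data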;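 further: 0% = enzyme with DMSO only and 100% = wells lacking PAFAH1B3 protein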
pPAFAH inh: pPAFAH (human) enzyme inhibition. inhibition, % at 3.39 µM. recombinant pPAFAH, FP-rhodamine probe fluorescence polarization. Q13093. 1.5% of 330,000 active. AID 463082;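 active means inhibition above the mean inhibition across the screen plus 3 SD, cut at about 25% in these data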;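 further: inhibitors block binding of the rhodamine activity-based probe so polarization drops; 0% = enzyme with DMSO and 100% = wells lacking pPAFAH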
LYPLA1 counter: blocks human lysophospholipase 1, a PME1 counter-screen; recombinant LYPLA1, FP-Rh probe fluorescence polarization; 0.16% of 320,000 active; O75608; inhibition, % at 5.9 µM;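 active means inhibition above the mean of all tested compounds plus 3 SD, set per campaign, cut at about 14% in these data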;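 further: inhibitors block serine hydrolase probe labeling of LYPLA1 so polarization falls; 0% = enzyme with DMSO and 100% = wells lacking LYPLA1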
PME-1 primary: PME-1 (human) inhibition. Q9Y570. recombinant PME-1, FP-Rh probe fluorescence polarization. inhibition, % at 5.9 µM. 0.53% of 320,000 active. AID 2130;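 active means inhibition above the campaign mean of all compounds plus 3 SD, cut at about 26% in these data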;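 further: competitive labeling of PME-1 active site by serine hydrolase directed probe; 0% = PME-1 with DMSO and 100% = wells lacking PME-1 enzyme; inhibitors block probe labeling so polarization falls and inhibition rises; many of its hits are not listed in these tables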
Target sequence (Q9Y570 whole entry, looked up): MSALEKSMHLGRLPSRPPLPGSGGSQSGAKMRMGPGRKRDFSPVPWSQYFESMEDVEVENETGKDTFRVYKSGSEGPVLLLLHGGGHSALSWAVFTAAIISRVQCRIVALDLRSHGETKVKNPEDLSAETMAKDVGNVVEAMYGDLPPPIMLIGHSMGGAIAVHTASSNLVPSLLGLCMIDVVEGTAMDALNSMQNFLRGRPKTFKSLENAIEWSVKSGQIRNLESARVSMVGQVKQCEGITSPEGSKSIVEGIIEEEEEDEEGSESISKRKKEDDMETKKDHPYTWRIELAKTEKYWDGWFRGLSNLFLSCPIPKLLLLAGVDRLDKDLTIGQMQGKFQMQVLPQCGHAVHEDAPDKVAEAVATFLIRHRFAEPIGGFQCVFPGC
PAFAH2 inh: inhibitors of human PAFAH2 | recombinant PAFAH2, FP-rhodamine activity probe, fluorescence polarization | inhibition, % at 3.39 µM | 0.99% of 340,000 active;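 active means inhibition above the mean over all tested compounds plus 3 SD, cut at about 30% in these data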;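 further: inhibitors block probe labeling of enzyme so polarization drops; 0% = enzyme with DMSO and 100% = wells lacking PAFAH2 protein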
Fam108B counter: blocks mouse Fam108B hydrolase in RBBP9 counter-screen | recombinant Fam108B, FP-Rh probe fluorescence polarization | inhibition, % at 9.51 µM | AID 1947 | 0.33% of 300,000 active;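 active means inhibition above the screen mean inhibition plus 3 SD, computed separately per campaign, cut at about 18% in these data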;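 further: inhibitors lower polarization as less probe binds the enzyme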
PAFAH1B2 FP inh: inhibitors of human PAFAH1B2. P68402. recombinant PAFAH1B2, FP-rhodamine activity probe, fluorescence polarization. inhibition, % at 3.39 µM. 1.2% of 340,000 active. AID 492953;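 active means inhibition above the mean of all tested compounds plus 3 SD, cut at about 24% in these data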;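 further: 0% = enzyme with DMSO and 100% = wells lacking PAFAH1B2; many of its hits are not listed in these tables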
GSTO1 inh: GSTO1 inhibition, counter-screen for RBBP9 inhibitors | P78417 | recombinant GSTO1, activity-based probe fluorescence polarization | inhibition, % at 5.96 µM | 1.1% of 300,000 active | AID 1974;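 active means inhibition above the campaign mean inhibition plus 3 SD, cut at about 35% in these data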;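 further: 0% = GSTO1-1 with DMSO and 100% = wells lacking GSTO1-1 enzyme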
An asterisk follows results filed as active; . = no result given.

SMILES | PAD4 inh | PAFAH1B3 inh | pPAFAH inh | LYPLA1 counter | PME-1 primary | PAFAH2 inh | Fam108B counter | PAFAH1B2 FP inh | GSTO1 inh
Cc1ccc2cc(CCNC(=O)c3cc4ccccc4o3)c(=O)[nH]c2c1C | -5 | 5 | 4 | -6 | -3 | 5 | 1 | 1 | -4
CCc1ccc(C(=O)O)cc1 | -2 | 1 | 2 | 3 | 2 | 8 | 1 | 5 | 3
COC(=O)c1ccc(N2OC3(C)C=CC2CC3)cc1 (centres undefined) | 0 | 6 | 4 | -1 | 5 | 4 | 0 | -2 | 3
CCOC(=O)Cn1nc(C)c(NC(=O)COc2ccc([N+](=O)[O-])c(C)c2)c1C | -2 | 3 | 2 | -3 | -7 | -6 | -1 | -1 | 5
N#Cc1ccc(Oc2ccc(C(N)=O)cc2)cc1C#N | 2 | -5 | 1 | 1 | 11 | -3 | 5 | 4 | -1
Cc1nn(-c2ccccc2)nc1C(=O)Nc1ccc2[nH]ncc2c1 | -10 | 0 | -1 | -1 | -4 | 9 | -9 | 1 | -2
Cc1ccc2c(c1)C(=O)N(CCCCO)C2=O | -2 | 3 | 0 | 0 | 1 | 1 | 1 | 5 | 9
CCNC(=O)c1c(O)c2c([nH]c1=O)CCCC2 | -2 | 6 | 0 | 2 | 5 | -4 | 2 | -1 | 1
COC(=O)CCCC(=O)N1CCC(CO)(CCc2ccccc2)CC1 | 2 | 4 | 6 | -3 | -4 | -5 | -2 | 1 | 5
COc1ccccc1/C=C1\SC(=S)N(CCC(=O)Nc2nnc(C)s2)C1=O | 2 | 10 | 0 | -2 | 4 | -8 | -5 | 4 | -4
Cc1noc(/C=C/N(C)C)c1S(=O)(=O)N1CCCC(C(=O)Nc2ccc(F)cc2F)C1 (centres undefined) | -7 | -5 | -1 | -4 | 7 | 0 | -2 | -1 | -13
Cn1c(=O)c2c(nc(Sc3n[nH]c(N)n3)n2Cc2ccccc2Cl)n(C)c1=O | -1 | 6 | -4 | -2 | 7 | -1 | 4 | -2 | 1
CCc1ccccc1NC(=O)c1ccc(OCc2c(C)noc2C)cc1 | -2 | 1 | -4 | . | . | 0 | . | 11 | .
CCCn1c(=O)c2c(ncn2C)n(CCC)c1=O | -1 | 6 | 2 | 2 | 2 | -3 | -4 | 0 | -3
COc1cc(C=C(c2nc3ccccc3s2)c2nc3ccccc3s2)ccc1O | -3 | 6 | 12 | -10 | 11 | 21 | 0 | 0 | -9
CCOC(=O)c1cc(-c2cccc([N+](=O)[O-])c2)n[nH]1 | -5 | 1 | -5 | -2 | -9 | 4 | 0 | -3 | 13
Cc1ccc(S(=O)(=O)NCCCn2ccnc2)cc1C(=O)NC(C)C | 0 | 6 | 3 | -5 | 5 | -4 | 2 | 2 | 4
Cc1cnnn1-c1ccc([N+](=O)[O-])cc1 | -4 | . | 2 | 1 | -1 | . | 5 | . | 0
Cc1ccc(N(CC(=O)N(C)Cc2ccccc2)S(C)(=O)=O)cc1C | 0 | -5 | 0 | 4 | -2 | -1 | 2 | 5 | 5
CCOCCOC(=O)c1[nH]c2c(c1C)C(=O)CC(c1cccs1)C2 (centres undefined) | -1 | 10 | 7 | 0 | -11 | -9 | 3 | 1 | 6

2 entries from above, with two lines to a compound:
Screens in order – PAD4 inh | PAFAH1B3 inh | pPAFAH inh | LYPLA1 counter | PME-1 primary | PAFAH2 inh | Fam108B counter | PAFAH1B2 FP inh | GSTO1 inh
> Cc1nn(-c2ccccc2)nc1C(=O)Nc1ccc2[nH]ncc2c1
→ -10 | 0 | -1 | -1 | -4 | 9 | -9 | 1 | -2
> CCOCCOC(=O)c1[nH]c2c(c1C)C(=O)CC(c1cccs1)C2 (centres undefined)
→ -1 | 10 | 7 | 0 | -11 | -9 | 3 | 1 | 6

Next part:
SMILES | PAD4 inh | PAFAH1B3 inh | pPAFAH inh | LYPLA1 counter | PME-1 primary | PAFAH2 inh | Fam108B counter | PAFAH1B2 FP inh | GSTO1 inh
CC(C)CN(C(=O)COC(=O)Cn1cnc2ccccc2c1=O)C1CCS(=O)(=O)C1 (centres undefined) | -2 | 3 | 1 | -1 | -1 | 10 | 0 | 2 | 2
COc1ccccc1NC(=O)C(=O)NCCC1CCCCN1S(=O)(=O)c1cccs1 (centres undefined) | 1 | 1 | 2 | -1 | -7 | -3 | -3 | 0 | -4
CC(Sc1nncn1C)C(=O)Nc1ccc(Cl)cn1 (centres undefined) | 5 | 1 | 0 | 2 | 0 | -1 | 5 | -5 | 1
COCCNC(C)C(=O)C12CC3CC(CC(C3)C1)C2 (centres undefined) | -4 | -2 | -4 | 0 | -4 | 6 | -7 | 8 | 2
CCN(CC)S(=O)(=O)c1cc(Br)ccc1OC | -11 | 0 | 1 | 3 | 6 | 5 | -8 | 0 | 6
O=C1CC(SC2=NCCS2)C(=O)N1c1ccc(Br)cc1 (centres undefined) | 2 | 8 | 9 | -1 | 0 | -3 | 0 | -1 | 11
Cc1c(F)cccc1NC(=O)CCCCCC1NC(=O)NC1C (centres undefined) | -2 | 2 | -2 | -3 | -10 | 4 | -9 | 0 | 4
CN(C)S(=O)(=O)c1ccc(N2CCCC2)c(C(=O)NNC(=O)c2ccc(Br)cc2)c1 | -1 | 7 | 2 | 1 | 1 | 10 | -4 | -2 | 1
COCCCn1c(-c2ccsc2)nc2c1c(=O)[nH]c(=O)n2Cc1ccccc1 | 2 | 7 | 5 | -1 | 5 | -1 | 5 | -4 | -1
CNc1ccccc1NC(=O)CCn1c(=S)oc2ccccc21 | 1 | 1 | 7 | 2 | 3 | -5 | 0 | 4 | 0
CCC(=O)n1nc(-c2ccc(OC)cc2)nc1SC | -2 | 0 | 6 | -4 | -6 | 0 | -4 | -3 | 5
Cc1ccc(CNC(=O)CSc2ccc(-c3ccco3)nn2)cc1 | -6 | 6 | 5 | -6 | 0 | -5 | 3 | 3 | 14
CC(=O)c1ccc(NC(=O)CCc2nnc3ccc(N4CCCC4)nn23)cc1 | 4 | 3 | 2 | -1 | 1 | 10 | 5 | -1 | -8
COc1ccc(CN2CCc3ccccc3C2)c(OC)c1 | 2 | 1 | 1 | 2 | 0 | 5 | 2 | -3 | 6
O=C(O)c1ccc(N2C(=O)CC(SC(=NCc3ccc4c(c3)OCO4)Nc3ccc(F)cc3)C2=O)cc1 (centres undefined) | -3 | -2 | -5 | -5 | -7 | -2 | -3 | 2 | -13
CC(C)(C)OC(=O)N[C@@H](C(=O)OC(C)(C)C)c1ccc(Br)cc1 | -3 | 13 | 1 | -1 | -5 | -10 | . | 5 | .
CC(Oc1ccc(Cl)cc1)c1ccnn1S(C)(=O)=O (centres undefined) | -2 | 6 | 5 | -3 | -1 | -10 | -3 | 30* | 2
COc1cc(/C=N\NC(=O)CNC(=O)c2cccc([N+](=O)[O-])c2)ccc1O | 0 | 5 | 7 | 3 | 5 | 2 | -2 | 1 | 7
Cc1ccc(NC(=O)NC2(C(=O)NCc3ccccc3)CCCCC2)cc1 | -5 | 10 | 1 | 1 | -4 | 6 | 5 | 4 | 9
CC(C)=CCC[C@](C)(O)C1CC[C@]2(C)C1[C@H](O)CC1[C@@]3(C)CC[C@H](O[C@@H]4O[C@H](CO)[C@@H](O)[C@H](O)[C@H]4O[C@@H]4O[C@H](CO)[C@@H](O)[C@H](O)[C@H]4O)C(C)(C)C3CC[C@]12C (some centres undefined) | 3 | 7 | 11 | . | . | -10 | . | -8 | .
CCOC(=O)c1sc2nc(C)nc(NCCc3ccccn3)c2c1C | 0 | 11 | -2 | 0 | 1 | 0 | 0 | 4 | 3
O=C(Cc1ccc(F)cc1)Nc1ccc(S(=O)(=O)N2CCCCC2)cc1 | 0 | 13 | 5 | -3 | 1 | 2 | 1 | 3 | 2
Cc1ccc(S(=O)(=O)Nc2ccccc2C(=O)Nc2ccc(S(=O)(=O)Nc3nccc(C)n3)cc2)cc1 | -3 | -2 | 5 | -1 | -1 | 16 | 2 | 4 | -130
CCOC(=O)Cc1csc(NC(=O)c2ccc(OC)c(OC)c2)n1 | 10 | 5 | 15 | 0 | -6 | 1 | 9 | 1 | 2
COc1ccc(/C=C/C(=O)NCCc2c[nH]c3ccccc23)cc1OC | -1 | 8 | 5 | -4 | 5 | 11 | -1 | 3 | -2
COc1ccccc1-c1noc(CCC(=O)Nc2cccc(C(F)(F)F)c2)n1 | -5 | 4 | 1 | -7 | -5 | -13 | -5 | 0 | -12
CCCN1C2CCCC1CC(NC(=O)c1ccccc1OC)C2 (centres undefined) | 2 | 7 | -2 | 3 | -2 | 4 | 4 | 1 | -2
Cc1ccc(/C=C/C(=O)c2ccccc2)cc1 | 3 | -2 | 1 | -1 | 4 | -3 | 2 | -1 | -7
CCCNC(=O)C(Cc1cccc(C#N)c1)NC(=O)c1cccc([N+](=O)[O-])c1 (centres undefined) | 1 | 25 | 0 | -1 | -3 | -2 | . | 3 | .
Cn1ncc2c(Nc3cccc(C(=O)O)c3)ncnc21 | -1 | 3 | 1 | -1 | 6 | -1 | -3 | 4 | 2
S=C(Nc1ccc(Cl)cc1)NN1CCOCC1 | -8 | -6 | 6 | 1 | -5 | 10 | 2 | 4 | 1
CCOC(=O)CSc1ncnc2c(C(=O)OCC)c3n(c12)CCC3 | 2 | 3 | 0 | 0 | -2 | 5 | -1 | -3 | -1
COc1cccc(C(=O)OC(C)CN2CCCC2)c1 (centres undefined) | 0 | 4 | 2 | 2 | -2 | -1 | -2 | 3 | -5
COc1ccc(CC(NC(C)=O)C(=O)NC2CCN(C(=O)c3ccccc3F)CC2)cc1 (centres undefined) | -1 | 0 | 7 | 0 | 8 | 0 | -6 | 8 | 1
COc1ccccc1/C=C/[C@@H]1C[C@H]2CN(Cc3cccc(Cl)c3)C(=O)[C@]23CCCN13 | -3 | -2 | 7 | 0 | 8 | -5 | 1 | 3 | 2
CN(CC(=O)Nc1ccccc1Oc1ccccc1)Cc1ccccc1F | 3 | 3 | 0 | -1 | -1 | 3 | 4 | 3 | 1
O=S1(=O)N=C(N/N=C/c2ccccn2)c2ccccc21 | 5 | 16 | 76* | 3 | -3 | 2 | 1 | 1 | -3
Cc1ccc(C(C)C)cc1OCC(=O)N1CCN(C(=O)c2ccco2)CC1 | -1 | 4 | 0 | -3 | 4 | -2 | -1 | 5 | 1
O=C(O)c1ccc(COc2ccc3c4c(c(=O)oc3c2)CCC4)o1 | -5 | 6 | 6 | -1 | 0 | 5 | 0 | 2 | -2
O=C(C[n+]1ccc(Cc2ccccc2)cc1)Nc1ccccc1 | -1 | -3 | 4 | 2 | -3 | -2 | 3 | 4 | 0
Cc1ccc(NC(=O)CN(C)C2CCCCC2)cc1Br | -4 | 4 | 7 | 1 | 1 | 3 | 0 | 8 | 3
O=C(CNS(=O)(=O)c1cccs1)NCc1ccc(F)cc1 | -2 | 2 | -1 | -1 | 2 | 5 | 2 | -4 | 2
COc1ccc(/C=C/c2c([N+](=O)[O-])c(=O)n(C)c(=O)n2C)c(OC)c1OC | 0 | 1 | 0 | 1 | -2 | 3 | 4 | 3 | 12
COc1ccc(N2CCN(C(=O)COc3ccc4c(C)cc(=O)oc4c3)CC2)cc1 | 1 | 5 | 2 | -3 | 4 | -1 | 1 | 4 | -1
Cc1ccc2c(CN3CCN(S(=O)(=O)c4ccccc4C(F)(F)F)CC3)cc(=O)oc2c1 | 0 | 1 | 4 | -1 | -1 | -8 | . | 6 | .
O=C(CNC(=O)c1nn(Cc2ccccc2)c(=O)c2ccccc12)Nc1ccc(F)c(F)c1F | 2 | -6 | 1 | . | . | -3 | . | 2 | .

A portion of the library. The share of hits here may be higher or lower than overall.
